# Bioassay records from PubChem BioAssay.
# ER stress rescue: rescue of cells from ER stress-induced death, primary screen, 384-well, CSM14.1, thapsigargin, ATP luminescence (AID 1222). CSM14.1 thapsigargin-induced death rescue, ATP luminescence; higher % means a stronger effect. cellular ATP content (survival), % at 20 µM; hits with a dose series show EC50 in µM. 190,000 tested, under 10 active;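 active = EC50 below 50 µM in the dose-response confirmation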;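 also: death triggered by thapsigargin at about 15 µM added after 2 h compound pretreatment; cell ATP read after overnight thapsigargin exposure of roughly 18 to 22 hours; normalized against plate controls of thapsigargin alone and 5% DMSO vehicle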
# Yfh1-off respiration: enhancers of respiration in Yfh1-depleted yeast, dose response, Friedreich's ataxia, plus single-dose screen (AID 1465). S. cerevisiae Yfh1-off respiration, WST-1 reduction, 72 h; higher fold induction means a stronger effect. one-dose fold induction at 50 µM; EC50 in µM for titrated hits. hit rate 0.074% among 220,000;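 active = fold induction of absorbance versus untreated yeast above a set limit, then at least 30% activation at any dose in follow-up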;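 also: activators that raise dye reduction in frataxin-depleted yeast; strong numbers were not always called active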
# UTI89 phage lysis: inhibition of K1F phage lysis, E. coli UTI89, bacterial capsule biogenesis inhibitors, alamar blue (AID 488966) | E. coli UTI89 K1F phage lysis, alamar blue, 2 h; higher % means a stronger effect | one-dose inhibition, % at 100 µM; IC50 in µM for titrated hits | hit rate 0.02% among 340,000;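 active = phage lysis inhibition, versus mean bacterial control, above a set limit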;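 also: capsule biogenesis inhibitors block K1F phage lysis so surviving cells raise fluorescence; higher fluorescence means more inhibition of phage lysis; actives were called in the ten point dose series up to 300 µM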
# West Nile antiviral: West Nile virus antiviral activity, cell-based, CPE readout (AID 1621) | West Nile virus-infected cells, CPE inhibition; higher % means a stronger effect | one-dose CPE inhibition, % at 10 µM; IC50 in µM for titrated hits | hit rate 0.02% among 290,000; in the data active = a potency from the dose series; also: strong numbers were not always called active
# NS5 inhibitors: Dengue-2 NS5 methyltransferase inhibitors, primary screen, biochemical, confirmation dose response (AID 588689); Genome polyprotein (Dengue virus type 2 (strain 16681-PDK53)); Dengue-2 NS5 methyltransferase capping enzyme assay, biochemical; higher % means a stronger effect; inhibition, % at 25 µM; hits with a dose series show IC50 in µM; hit rate 0.3% among 340,000; in the data active = a potency from the dose series
# XIAP antagonists: XIAP antagonists, biochemical, IAP family, fluorescence polarization (AID 1018); hit rate 0.007% among 200,000; XIAP BIR domain, fluorescence polarization peptide displacement; higher % means a stronger effect; E3 ubiquitin-protein ligase XIAP (Homo sapiens); one-dose displacement, % at 20 µM; IC50 in µM for titrated hits; in the data active = displacement above about 50%; also: a part of the inactive calls stands beside numbers as strong as those of hits
# WT yeast gro inh: growth inhibition of WT strain, primary screen, mitochondrial fusion inhibitor project, WT and mutant strains, chemical genetic; mitochondrial fusion phenotypic screen; inhibition, % at 10 µM; hit rate 2.1% among 190,000; AID 1362, 2008; in the data active = inhibition above about 58%; tested in S. cerevisiae
# Large T inhibition: SV40 large T antigen inhibitors, biochemical (AID 1903) | SV40 large T antigen ATPase/helicase inhibition assay; higher % means a stronger effect | one-dose inhibition, % at 20 µM; IC50 in µM for titrated hits | hit rate 0.39% among 310,000; in the data active = a potency from the dose series; also: strong numbers were not always called active
# RSV CPE inhibition: RSV antiviral activity via CPE protection, HEp-2 cells, primary 10 µM value included (AID 2391); HEp-2 cells, RSV-induced CPE inhibition; higher % means a stronger effect; CPE inhibition, % at 10 µM; hits with a dose series show IC50 in µM; hit rate 0.13% among 310,000; in the data active = a potency from the dose series; also: strong numbers were not always called active
# WT yeast gro inh mutant strain: also measured in WT yeast gro inh; calls as there; inhibition, %; mitochondrial fusion phenotypic screen, mutant strain inhibition
# NS5 inhibitors pilot replicate: also measured in NS5 inhibitors; calls as there; inhibition, %; measured here: pilot screen replicate inhibition
# An asterisk follows results filed as active; i = inactive; x = no result given; [ ] = another dose, or the depositor's remark.
SMILES,ER stress rescue,Yfh1-off respiration,UTI89 phage lysis,West Nile antiviral,NS5 inhibitors,XIAP antagonists,WT yeast gro inh,WT yeast gro inh mutant strain,Large T inhibition,RSV CPE inhibition,others
Cc1ccnc(NC(=O)CNC(=O)c2ccco2)c1,x,x,1.0%[50 µM],x,5.2%,x,x,x,1.8%,1.7%,
C=CCNC(=O)NC(=O)COC(=O)COc1ccc(Br)cc1F,-1.8%,i,0.3%,1.3%,-3.2%,-2.7%,9.9,-2.7,x,-0.5%,
O=C(O)/C=C/C(=O)Nc1ccccc1C(=O)OCC(=O)c1ccc2c(c1)OCCO2,-5.6%,i,0.6%,0.0%,-2.2%,-2.6%,3.5,-13.2,4.5%,-0.3%,
Cc1cccc(OCc2ccc(C(=O)N3CCOCC3)o2)c1,x,x,0.1%,-0.2%,-3.3%,x,x,x,4.8%,1.9%,
CCc1c(C)nc2nc(NC(C)=O)[nH]n2c1=O,5.8%,i,-3.0%,0.1%,-9.7%,-5.8%,8.0,3.0,6.5%,1.7%,
CC(C)Cc1nnc(NC(=O)c2ccncc2)s1,-1.4%,x,3.0%,0.1%,-6.2%,-3.1%,-11.8,2.2,8.5%,0.8%,
CN(n1cnc2ccccc2c1=O)S(C)(=O)=O,x,i,-3.1%,1.4%,10.7%,x,x,x,4.2%,0.3%,
Cc1nc(NCc2ccccn2)c2ccccc2n1,-1.2%,i,0.3%,-1.2%,-1.4%,0.6%,-27.0,-1.5,1.4%,3.0%,
Cc1cc(C)n2nc(S(=O)(=O)N(C)c3ccccc3)nc2n1,x,i,2.9%,1.3%,-1.4%,-3.4%,6.9,5.4,-1.2%,0.2%,
CCC(=O)Nc1sc(C(=O)N2CCCCC2)c(C)c1C#N,0.2%,i,0.5%,-0.1%,0.0%,-9.1%,9.8,17.6,8.4%,1.5%,
COc1cc(OC)cc(C(=O)NCCCN2CCOCC2)c1,2.4%,x,0.3%,-0.2%,-4.0%,3.8%,-16.2,1.7,15.9%,1.5%,
COc1cccc(NC(=O)Cn2cnc3sc(C)c(S(=O)(=O)N4CCN(C)CC4)c3c2=O)c1,-1.1%,i,1.5%,0.3%,-7.3%,-3.0%,-7.7,-3.3,0.2%,1.2%,
COc1ccc(N2CCN(C(=O)CNS(=O)(=O)c3ccc(Br)s3)CC2)cc1,x,x,0.0%,-0.4%,-11.6%,x,x,x,20.8%,1.1%,
COc1ccc(-n2c(SCC(=O)N3CCCCC3C)nnc2-c2cccnc2)cc1 (stereo unspecified),-0.6%,i,1.0%,-1.0%,-5.6%,-9.7%,-6.3,-19.8,16.8%,-0.1%,
O=C(Nc1cccc2ccccc12)N1CCN(c2ccc(F)cc2)CC1,1.8%,i,0.0%,-0.2%,-0.7%,-7.1%,10.0,0.5,8.1%,0.0%,
O=C(NC(=S)Nc1cccc(Cl)c1N1CCOCC1)c1cccs1,-0.8%,i,0.2%,0.5%,4.6%,-2.6%,15.1,26.1,9.9%,3.9%,
Cc1ccn2c(=O)nc(SCC(=O)NCCc3ccccc3)nc2c1,x,x,1.2%[50 µM],x,1.4%,x,x,x,11.0%,1.3%,
COc1ccc2nc(NC(=O)CCNS(=O)(=O)c3ccc4c(c3)oc(=O)n4C)sc2c1,-1.3%,x,2.2%,x,-2.4%,-5.2%,9.5,9.5,-6.1%,-0.6%,
O=C(O)CCCN1C(=O)C2C3CCC(O3)C2C1=O (stereo unspecified),-2.9%,i,0.7%[50 µM],-0.2%,-4.6%,-23.3%,-1.7,-15.5,7.7%,0.4%,
O=C(CN(C(=O)c1cc2c(s1)CCC2)C1CCCC1)NCc1cccs1,0.6%,i,4.5%,-0.7%,-1.4%,-0.6%,2.6,-5.7,-1.7%,0.6%,
Cc1ccc(-c2c(C#N)c(N)n(-c3ccccc3)c(=O)c2C#N)cc1,1.2%,x,0.9%[50 µM],x,-9.0%,1.8%,1.8,10.8,12.6%,1.5%,
O=C(Cn1c(=O)c2cccn2c2cccnc21)N1CCN(c2ccccc2F)CC1,x,x,0.3%,0.1%,-11.5%,x,x,x,8.2%,15.3%,
Nc1ccc(C(=O)Nc2cccc(NC(=O)c3ccc(N)cc3)c2)cc1,x,x,0.7%,-0.9%,-0.7%,x,x,x,16.3%,1.1%,
CCOc1ccc(/C=N/n2cc(-c3ccccc3)[nH]c2=S)cc1,-0.7%,i,0.2%,-0.3%,-4.4%,-1.5%,38.5,18.5,2.4%,1.5%,
COc1cc(C#N)ccc1OCC(=O)N1CCc2ccccc2C1,x,x,-0.1%,-0.8%,14.9%,x,x,x,9.1%,1.3%,

# The listing continues.
SMILES,ER stress rescue,Yfh1-off respiration,UTI89 phage lysis,West Nile antiviral,NS5 inhibitors,XIAP antagonists,WT yeast gro inh,WT yeast gro inh mutant strain,Large T inhibition,RSV CPE inhibition,others
COc1cc(N)c(Cl)cc1C(=O)OCC(=O)NC1CCCC1,x,x,0.3%,0.9%,-6.2%,x,x,x,6.4%,13.1%,
Cc1ccc(CNC(=O)c2cccc(-n3cnnn3)c2)cc1,-1.0%,i,1.6%,-0.4%,1.6%,-3.2%,-1.2,5.1,-0.8%,0.1%,
CCOC(=O)N1CCC(NC(=O)C2CCN(c3ccc(N4CCOCC4)nn3)CC2)CC1,-2.6%,i,8.7%,0.4%,-1.6%,-1.6%,19.6,5.6,17.8%,-0.8%,
O=C(NCCCO)c1cc2c([nH]c3ccccc32)c(-c2ccc(F)cc2)n1,x,x,1.1%,-0.8%,0.7%,x,x,x,0.0%,5.2%,
Cc1ccc(S(=O)(=O)N(CC(=O)Nc2ccccc2C(=O)O)c2ccc(Cl)cc2)cc1,1.3%,i,-1.7%,1.5%,2.2%,-8.0%,8.5,7.1,2.0%,7.5%,
COc1ccc(OC)c(NC(=O)CCn2c(=S)[nH]c3ccccc3c2=O)c1,x,x,0.1%,0.3%,3.5%,x,x,x,10.6%,5.2%,
Cc1cc(C)nc(SCCN2CCCCC2)n1,x,x,-0.2%,x,-1.5%,x,x,x,18.4%,-1.2%,
Cc1ccc(Nc2cc(=O)[nH]c(=O)[nH]2)c(C)c1,2.0%,x,-0.3%,x,0.0%,-4.0%,-13.7,-12.4,2.2%,1.6%,
O=S(=O)(/C=C/c1ccccc1)N1CCN(c2nc(-c3cccnc3)nc3ccccc23)CC1,1.9%,i,x,-0.3%,x,-11.2%,14.6,3.5,5.0%,21.9%,
CCOc1ccccc1N(CC(=O)NC1CCCC1)C(=O)CNC(=O)c1cccs1,x,x,1.1%,-1.1%,-6.7%,x,x,x,21.0%,1.1%,
O=C(NCc1ccc(Cl)cc1)C(=O)c1c[nH]c2ccccc12,-1.3%,i,0.1%,-0.8%,-4.5%,-4.0%,7.3,4.4,11.5%,2.1%,
O/N=C/c1cc(Cl)ccc1OCc1cccc2ccccc12,-5.3%,i,x,-0.4%,x,-4.0%,96.8*,94.7*,1.3%,1.1%,
Cc1cc(N=Nc2ccccc2C(=O)O)c(C)c(C)c1O,x,i,-0.3%,0.2%,6.3%,x,x,x,16.4%,14.9%,
N#C/C(=C\c1c(F)cccc1Cl)S(=O)(=O)c1ccccn1,x,i,0.9%,0.2%,14.6%,x,x,x,9.8%,1.8%,
O=S1(=O)N=C(Nc2ccc(O)c(CN3CCCCC3)c2)c2ccccc21,-2.3%,i,0.5%,0.0%,-6.1%,-8.3%,13.9,9.2,19.3%,-1.0%,
O=C(Nc1cccc(-c2cscn2)c1)C1CCN(Cc2ccc(CO)o2)CC1,x,x,0.2%,-0.7%,1.8%,x,x,x,-1.2%,1.0%,
CCOC(=O)c1c(/N=C/N(C)C)sc(/C=N/Nc2ccccc2)c1-c1ccc(Cl)cc1,0.5%,i,-0.1%,-1.2%,-66.4%,-3.0%,-26.9,13.3,5.1%,2.3%,
CCOC(=O)c1cnc2c(ccc3ccccc32)c1Cl,x,x,0.2%,-0.3%,0.0%,x,x,x,21.4%,3.0%,NS5 inhibitors pilot replicate=-0.3
COc1ccc(CC(=O)OCc2nnc(-c3ccccc3)o2)cc1,-10.9%,i,0.1%,0.1%,-0.8%,-3.2%,12.0,15.8,4.3%,-0.5%,
COc1cc2cc(C(=O)N/N=C/c3ccccc3Cl)[nH]c2cc1OC,x,x,-0.4%[50 µM],0.1%,-11.8%,x,x,x,12.6%,3.1%,
CC(C)CCN(C(=O)CCCSc1nc2ccccc2[nH]1)c1c(N)n(Cc2ccccc2)c(=O)[nH]c1=O,x,x,-1.7%,x,9.6%,x,x,x,25.2%,-3.0%,
CCOC(=O)c1c(C)oc(/N=C/c2ccccc2O)c1C#N,-0.1%,i,1.8%,0.2%,2.7%,-7.3%,-15.4,-24.1,10.1%,0.0%,
CCN(CC)S(=O)(=O)c1ccc(NC(=O)COC(=O)CNS(=O)(=O)/C=C/c2ccccc2)cc1,-4.4%,i,1.9%,0.0%,3.6%,-7.2%,-18.5,-2.0,8.3%,0.8%,
Cc1ccc(-c2nn(-c3ccccn3)c(=O)c3ccccc23)cc1C,x,i,0.1%[50 µM],-0.3%,2.9%,x,x,x,6.0%,0.6%,
CCOc1cc(/C=N/Nc2nc(-c3cccs3)c(NC(C)=O)s2)ccc1O,x,i,0.6%,0.1%,-12.4%,x,x,x,30.6µM*,-0.5%,

# Structures from the list above that contain a Cl atom (9):
SMILES,ER stress rescue,Yfh1-off respiration,UTI89 phage lysis,West Nile antiviral,NS5 inhibitors,XIAP antagonists,WT yeast gro inh,WT yeast gro inh mutant strain,Large T inhibition,RSV CPE inhibition,others
O=C(NC(=S)Nc1cccc(Cl)c1N1CCOCC1)c1cccs1,-0.8%,i,0.2%,0.5%,4.6%,-2.6%,15.1,26.1,9.9%,3.9%,
COc1cc(N)c(Cl)cc1C(=O)OCC(=O)NC1CCCC1,x,x,0.3%,0.9%,-6.2%,x,x,x,6.4%,13.1%,
Cc1ccc(S(=O)(=O)N(CC(=O)Nc2ccccc2C(=O)O)c2ccc(Cl)cc2)cc1,1.3%,i,-1.7%,1.5%,2.2%,-8.0%,8.5,7.1,2.0%,7.5%,
O=C(NCc1ccc(Cl)cc1)C(=O)c1c[nH]c2ccccc12,-1.3%,i,0.1%,-0.8%,-4.5%,-4.0%,7.3,4.4,11.5%,2.1%,
O/N=C/c1cc(Cl)ccc1OCc1cccc2ccccc12,-5.3%,i,x,-0.4%,x,-4.0%,96.8*,94.7*,1.3%,1.1%,
N#C/C(=C\c1c(F)cccc1Cl)S(=O)(=O)c1ccccn1,x,i,0.9%,0.2%,14.6%,x,x,x,9.8%,1.8%,
CCOC(=O)c1c(/N=C/N(C)C)sc(/C=N/Nc2ccccc2)c1-c1ccc(Cl)cc1,0.5%,i,-0.1%,-1.2%,-66.4%,-3.0%,-26.9,13.3,5.1%,2.3%,
CCOC(=O)c1cnc2c(ccc3ccccc32)c1Cl,x,x,0.2%,-0.3%,0.0%,x,x,x,21.4%,3.0%,NS5 inhibitors pilot replicate=-0.3
COc1cc2cc(C(=O)N/N=C/c3ccccc3Cl)[nH]c2cc1OC,x,x,-0.4%[50 µM],0.1%,-11.8%,x,x,x,12.6%,3.1%,
